# High-throughput results: PubChem BioAssay, several laboratories
# NPY1 pot ag = human NPY-Y1 potentiation or agonism, primary screen; P25929; NPY-Y1 expressing cells, potentiator/agonist activation; activation, % at 3.6 µM; 220,000 tested, 0.37% active; AID 1304; in the data active means activation above about 33%, passing the limit was not always enough;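 further: cells stimulated with NPY at EC10 then isoproterenol at EC100; 0% = low agonist plus stimulus and 100% = saturating agonist plus stimulus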
# Target sequence (P25929 whole entry, looked up): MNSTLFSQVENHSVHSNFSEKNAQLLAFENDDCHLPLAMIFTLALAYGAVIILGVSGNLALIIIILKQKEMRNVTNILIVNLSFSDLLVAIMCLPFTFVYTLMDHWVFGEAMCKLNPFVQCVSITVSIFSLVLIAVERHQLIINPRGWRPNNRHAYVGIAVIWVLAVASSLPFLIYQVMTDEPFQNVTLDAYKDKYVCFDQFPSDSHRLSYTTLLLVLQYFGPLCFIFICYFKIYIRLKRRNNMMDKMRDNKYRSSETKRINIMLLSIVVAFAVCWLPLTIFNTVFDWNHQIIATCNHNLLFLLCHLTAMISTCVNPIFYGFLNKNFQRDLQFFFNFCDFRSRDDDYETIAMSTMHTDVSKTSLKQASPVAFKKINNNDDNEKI
# Hck-Nef inh = inhibitors of human Hck kinase activated by Nef; P08631; Recombinant Hck-YEEI plus Nef, Z-Lyte FRET kinase assay; inhibition, % at 20 µM; 220,000 tested, 0.68% active; AID 463187;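 active means Hck-Nef kinase inhibition above about 50%, limit read from the data; inactive means inhibition below that limit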;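 further: 0% = DMSO with Hck plus Nef and 100% = Hck alone without Nef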
# RBBP9 inh = blocks human serine hydrolase RBBP9 | 220,000 tested, 0.2% active | inhibition, % at 7.94 µM | recombinant RBBP9, FP-Rh probe fluorescence polarization | O75884;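 active means inhibition above the campaign mean of all tested compounds plus 3 SD, cut at about 14% in these data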;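 further: plate controls were DMSO wells with RBBP9 for no effect and wells lacking RBBP9 protein for full effect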
# Target sequence (O75884 whole entry, looked up): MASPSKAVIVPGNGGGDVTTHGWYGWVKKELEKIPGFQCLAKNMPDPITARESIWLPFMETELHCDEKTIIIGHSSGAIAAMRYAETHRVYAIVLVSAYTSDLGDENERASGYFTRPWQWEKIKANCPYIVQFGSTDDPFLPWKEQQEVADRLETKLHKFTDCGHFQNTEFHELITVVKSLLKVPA
#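 System: RBBP9 protein | Quantity: 2.5 µM RBBP9 dispensing solution, before mixing | Reagent: FP-Rh probe, 375 nM dispensing solution | Timing: Enzyme-compound preincubation 30 min, then probe labeling 45 min, 25 °C | Measured by: Fluorescence polarization | Read-out: % inhibition | Replication: One well per compound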
# p97 ATPase inh = blocks human p97 ATPase activity. P55072. recombinant p97 ATPase, Kinase-Glo ATP luminescence, 3 h. inhibition, % at 8 µM. 220,000 tested, 0.42% active. AID 1481; in the data active means inhibition above about 15%;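 further: 0% = DMSO vehicle and 100% = wells lacking enzyme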
# MDM2 E3 inh = blocks human Mdm2 ubiquitin ligase activity | Q00987 | cell-based MDM2 ubiquitination luciferase reporter, 2 h; 0 = plate control, 100 = twice control, blank-subtracted | signal enhancement, % at 5 µM | 210,000 tested, 0.11% active | AID 1230;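 active means signal enhancement of 30% or more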;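 further: luminescence tracks abundance of the self-degrading MDM2-luciferase fusion protein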
#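 test system = mammalian cells stably expressing self-ubiquitinating, self-degrading MDM2 E3–luciferase fusion | quantity = 2000 cells/well | incubation = cell settling 4 h, compound treatment 2 h, both 37 °C | signal = luminescence with SteadyLite reagent, 15 min at room temperature | evaluation = % enhancement relative to plate controls after blank subtraction | benchmarks = plate controls and plate blanks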
# NPY-Y2 PAM-ag = potentiators or agonists of human neuropeptide Y receptor Y2. P49146. cells expressing NPY-Y2, potentiator/agonist read-out. activation, % at 3.6 µM. 220,000 tested, 0.45% active. AID 1359; in the data active means activation above about 27%;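 further: cells stimulated with NPY near EC25 plus isoproterenol at EC100; 0% = vehicle plus submaximal agonist and 100% = vehicle plus saturating agonist; some results beyond the cut were filed as inactive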
# Target sequence (P49146 whole entry, looked up): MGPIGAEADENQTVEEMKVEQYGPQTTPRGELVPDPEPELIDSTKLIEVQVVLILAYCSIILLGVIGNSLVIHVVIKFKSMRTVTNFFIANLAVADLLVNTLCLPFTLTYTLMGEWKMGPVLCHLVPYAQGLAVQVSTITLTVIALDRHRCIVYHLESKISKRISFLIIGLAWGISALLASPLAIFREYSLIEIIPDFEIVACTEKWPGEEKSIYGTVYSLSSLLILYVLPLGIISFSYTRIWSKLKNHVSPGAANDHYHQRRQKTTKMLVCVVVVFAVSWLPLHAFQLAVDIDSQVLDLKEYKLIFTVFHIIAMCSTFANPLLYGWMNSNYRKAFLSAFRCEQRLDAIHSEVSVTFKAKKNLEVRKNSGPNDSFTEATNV
# NPY Y1 blocker = NPY-Y1 (human) receptor antagonism; P25929; HEK293-CNG Y1 cells, membrane potential fluorescence; NPY at EC95, then isoproterenol; inhibition, % at 3.6 µM; 200,000 tested, 1% active; AID 1040;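 active means inhibition above the campaign mean inhibition of all tested compounds plus 3 SD, cut at about 20% in these data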;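 further: 0% = DMSO wells given NPY plus isoproterenol and 100% = isoproterenol alone without NPY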
#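 Material: HEK293 Y1/CNG channel cell line | Also added: NPY (25 nM), isoproterenol (1 µM), Ro 20-1724 (25 µM) | Compound: One concentration, 3.6 µM, in 0.4% DMSO | Schedule: 3 h dye uptake, 1 h room-temperature compound, 45 min post-isoproterenol | Signal: Membrane-potential fluorescent dye readout | Read-out: % inhibition of NPY effect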
# Runt-SMMHC FRET = blocks binding of human RUNX1 Runt domain to CBFb-SMMHC. Cerulean-Runt/Venus-CBFb-SMMHC FRET ratio 530/480, 1 h. inhibition, % at 20 µM. 220,000 tested, 0.74% active. AID 1434;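 active means mean inhibition across duplicate retests at 20 µM reaching about 50%, limit read from the data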;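 further: 0% = DMSO wells and 100% = wells with excess untagged CBFb-SMMHC; inhibitors lower the FRET ratio by blocking Runt binding to CBFb-SMMHC; some results filed as inactive read as strong as hits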
# Runt-CBFb FRET = Runt domain-CBFb interaction inhibition. Cerulean-Runt/Venus-CBFb FRET ratio 530/480, 1 h. inhibition, % at 20 µM. 220,000 tested, 0.46% active. AID 1496;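 active means inhibition over about 50% at 20 µM in the single-dose screen, limit read from the data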;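 further: 0% = DMSO wells and 100% = excess unlabeled CBFb competitor control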
#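 Measured by: fluorescence energy transfer, 422 nm excitation, 530/480 nm emission; test system: Cerulean-tagged RUNX1 Runt domain (FRET donor) fusion protein; buffer or medium: Tris pH 7.5 buffer with BSA; compound: one dose, 20 µM compound, 1% DMSO; times: two 1 h room-temperature incubations shielded from light; benchmarks: unlabeled CBFb 5 µM, positive control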
# Starred values were filed as active, the others as inactive; · = not tested or not shown.
# Value order: NPY1 pot ag, Hck-Nef inh, RBBP9 inh, p97 ATPase inh, MDM2 E3 inh, NPY-Y2 PAM-ag, NPY Y1 blocker, Runt-SMMHC FRET, Runt-CBFb FRET
> CCOC(=O)CC1C(=O)NCCN1S(=O)(=O)c1ccc(OC)cc1 (centres undefined)
  17.0, -6.8, -10.2, -4.4, -6.7, -7.0, -1.4, -1.1, 0.8
> COCCOC(=O)C1=C(C)N=C2SCCC(=O)N2C1c1ccc(C(=O)OC)cc1 (centres undefined)
  -3.0, -28.9, -9.2, 2.5, 2.4, -20.5, -0.6, -1.5, 1.5
> O=C(Nc1ccc(Oc2ccccc2)cc1)c1ccc(Cn2c(=O)[nH]c3ccsc3c2=O)cc1
  -26.1, -2.4, 1.0, 4.0, ·, 13.3, -1.9, -36.0, -2.8
> CC(C)CNS(=O)(=O)c1ccc(CCC(=O)NCc2cccnc2)cc1
  -3.8, -3.1, -2.1, -0.8, -9.0, 1.6, -0.1, 3.2, -1.9
> CCOC(=O)CSCC(=O)Nc1ccc(S(=O)(=O)N2CCCCC2)cc1
  -5.7, 0.1, 1.8, 0.4, -6.8, -0.6, -2.9, -0.1, 1.5
> Cc1ccccc1C(=O)Nc1ccc(N2CCCC2)cc1
  13.5, 17.7, -3.4, -0.6, -4.2, 4.6, 1.2, 6.9, 2.2
> COC(=O)C(C(=O)OC)C(c1ccccc1)C(C(=O)c1ccccc1)[N+](=O)[O-] (centres undefined)
  -6.2, 21.5, -12.5, 1.2, -1.1, 5.3, ·, 1.6, 2.7
> Cc1ccnc(NC(=O)c2ccco2)n1
  23.4, 1.5, -5.0, 3.3, -7.0, 3.7, -0.1, 0.0, -1.9
> CCc1cccc(C)c1NC(=O)CN(C)Cc1ccccc1F
  0.1, 4.4, 1.3, -0.2, 11.6, -7.5, 6.9, 0.4, -3.6
> NC(=O)CC(NC(=O)Cc1cccc2ccccc12)c1ccc(NCC2CC2)c([N+](=O)[O-])c1 (centres undefined)
  ·, 18.2, ·, ·, 3.2, ·, ·, -4.2, -2.9
> CCOc1ccc(C(=O)NCC(=O)OCC(=O)Nc2ccccc2OC)cc1
  -5.0, -1.9, -6.9, 0.0, -12.1, -6.7, 3.1, -5.3, -0.6
> CC(O)CN=c1cc(-c2ccccc2)oc2ccc(Cl)cc12 (centres undefined)
  22.5, 1.7, -5.5, -2.5, -3.0, 25.3, -7.1, -2.7, -0.7
> C=C(C)CSCc1nc2ccccc2[nH]1
  -38.9, 9.6, -4.1, 8.0, -38.0, -5.1, 11.6, 1.8, 1.4
> Cc1c(Cl)cccc1NC(=O)CCC(=O)NNC(=O)c1ccccc1Cl
  -2.9, 1.7, 0.3, 3.3, -6.3, 1.5, 2.5, -3.9, ·
> COc1ccc(NC(=O)C(C/C=C(/C)Cl)C(C)=O)cc1 (centres undefined)
  -21.9, -12.3, -14.6, -5.5, -21.1, -3.6, 5.8, 0.6, -2.0
> CCOC(=O)N1CCN(C(=O)CCc2c(C)nc3c(c(C)nn3-c3ccc(C)c(C)c3)c2C)CC1
  -17.0, -7.1, -7.6, -3.3, 3.9, 1.8, -1.0, -2.0, -0.8
> CCSc1nc2ccccc2n1CCC(=O)O
  -49.3, -1.1, -6.5, 2.8, -8.1, -26.2, 10.6, -11.4, 0.8
> NS(=O)(=O)c1cccc(NC(=O)Cc2ccc(Cl)c(Cl)c2)c1
  24.3, 17.7, -1.4, 5.6, -7.0, 13.9, -4.0, -0.4, 1.6
> O=C(Nc1nnc(C(F)(F)F)s1)c1ccc(N2C(=O)C3C4C=CC(C4)C3C2=O)cc1 (centres undefined)
  -21.8, 2.4, 2.1, -2.1, -22.7, -4.3, -0.8, 2.9, -0.3
> O=C(c1cc(S(=O)(=O)N2CCC3(CC2)OCCO3)ccc1F)N1CCCCC1
  9.1, -1.8, -7.1, -1.6, -2.7, 5.9, 1.6, 1.6, 1.0
> COc1ccccc1NC(=O)C1=C(C)NC(SCC(=O)Nc2ccc(C(=O)O)cc2)=C(C#N)C1c1cccs1 (centres undefined)
  2.8, 18.6, -11.0, 1.4, ·, -18.4, ·, -0.9, 3.9
> CC(C)(C)c1cc(C(=O)NCc2ccccc2)ccn1
  19.8, 1.8, 0.7, 1.9, -2.4, 15.0, -2.5, 0.6, ·
> Cn1c(=O)c2c(nc(N3CCCCCC3)n2CC(=O)c2ccc(Br)cc2)n(C)c1=O
  9.3, -1.5, -4.0, 0.2, ·, -7.7, -1.2, -0.5, -2.3
> COc1ccc(NC(=O)c2sc(NC(=O)COc3ccccc3)nc2C)cc1
  12.7, 1.9, -3.3, -4.1, -16.4, 9.2, -0.9, 0.4, -0.4
> CCCNC(=O)COc1nc2ccccc2nc1N1CCOCC1
  -10.4, 0.2, -9.1, -2.1, -18.4, -18.4, 0.0, 3.6, -0.4
> O=C(CSc1nc(O)cc(=O)n1-c1ccccc1)Nc1ccccn1
  -1.8, 20.6, -8.9, 7.2, -15.9, -20.0, -2.9, -5.8, 4.8
> COc1ccc(C2CC(c3ccccc3)n3nc(NC(=O)c4cccs4)nc3N2)cc1 (centres undefined)
  -21.7, 0.5, -9.7, -0.9, -11.6, -17.7, 6.8, -2.0, -0.5
> O=C(CSc1n[nH]c(-c2ccc(Cl)cc2Cl)n1)Nc1ccccn1
  0.4, 4.0, -0.7, 1.0, -5.7, -4.8, 2.2, -0.5, 2.7
> c1ccc(-n2nnnc2-n2cnc3ccccc32)cc1
  -1.8, 0.6, -7.0, -5.0, -0.2, -8.6, 0.0, 0.7, -1.5
> CC1Oc2ccccc2N(CC(=O)Nc2ccc3c(c2)OCCO3)C1=O (centres undefined)
  6.3, 1.0, -6.7, 3.4, -18.8, 0.9, -3.5, 1.2, -3.0

# One compound at a time (already shown). Screens in order: NPY1 pot ag	Hck-Nef inh	RBBP9 inh	p97 ATPase inh	MDM2 E3 inh	NPY-Y2 PAM-ag	NPY Y1 blocker	Runt-SMMHC FRET	Runt-CBFb FRET
# C=C(C)CSCc1nc2ccccc2[nH]1 in the list: -38.9	9.6	-4.1	8.0	-38.0	-5.1	11.6	1.8	1.4
# O=C(CSc1nc(O)cc(=O)n1-c1ccccc1)Nc1ccccn1 in the list: -1.8	20.6	-8.9	7.2	-15.9	-20.0	-2.9	-5.8	4.8

# (next part)
structure,NPY1 pot ag,Hck-Nef inh,RBBP9 inh,p97 ATPase inh,MDM2 E3 inh,NPY-Y2 PAM-ag,NPY Y1 blocker,Runt-SMMHC FRET,Runt-CBFb FRET
COCCN(C(=O)c1ccccc1F)c1c(N)n(Cc2ccccc2)c(=O)[nH]c1=O,-3.2,2.5,5.8,6.9,-20.9,-7.8,-0.2,3.2,0.3
O=c1[nH]c2cc(Cl)c([N+](=O)[O-])nc2[nH]1,-61.2,0.4,-9.2,-0.6,-13.2,-14.7,22.1*,2.2,1.3
Cc1ccc(N(C(=O)c2csnn2)C(C(=O)NC(C)(C)C)c2cccs2)cc1 (centres undefined),-9.5,1.7,-2.0,-5.8,-13.1,-0.1,10.0,0.8,0.5
COc1ccc(CCn2c(NN=C3CCCCC3)nc3c2c(=O)[nH]c(=O)n3C)cc1,17.7,12.5,3.6,8.7,·,5.9,·,-2.3,-1.5
O=[N+]([O-])c1ccc(/C=N/n2c(C3CCCCC3)n[nH]c2=S)cc1,-13.0,0.8,-5.0,2.3,-17.4,-1.0,3.7,24.3,14.6
CCOC(=O)c1nc(C)nc(Sc2n[nH]c(-c3cc(Cl)cc(Cl)c3)n2)c1C,-6.6,12.9,-3.1,2.3,-2.4,-17.5,·,-4.0,2.3
Cc1n[nH]c(C)c1CCOc1ccc(C(C)C)cc1,5.1,-21.9,-11.9,-7.3,-12.1,-13.8,-0.3,0.4,-4.4
COc1ccc(NC(=S)N(C)CC2COc3ccccc3O2)cc1 (centres undefined),-8.1,21.7,-2.2,-2.5,-8.3,-10.8,1.4,2.0,0.2
Cc1ccc(N2C(=O)CC(Sc3ccccc3C(=O)O)C2=O)cc1C (centres undefined),-4.9,3.1,-8.7,-0.2,-9.8,-5.9,-1.9,13.5,15.3
O=C(NCc1ccncc1)C1CCCN(S(=O)(=O)Cc2ccccc2)C1 (centres undefined),3.8,-5.9,1.5,1.0,-9.6,4.2,1.6,-2.8,-1.6
COc1ccc(-c2nc(Cc3ccc(Cl)cc3)no2)cc1OC,-49.3,1.8,2.2,-6.0,-3.6,-22.1,10.5,-4.0,1.9
Cc1cc(Cl)c(S(=O)(=O)NC2CCCCC2)cc1OCC(=O)Nc1nncs1,-11.8,6.7,-8.2,-3.9,4.8,0.7,-3.4,2.2,-1.2
S=C(NCCCN1CCOCC1)Nc1ccc(N2CCOCC2)cc1,-7.0,20.9,-3.1,3.1,-17.9,-4.2,4.3,-0.7,1.6
CC(C)(C)SCCNC(=O)/C=C/c1ccc(F)cc1,1.3,4.8,5.5,2.2,-6.0,-9.6,4.8,3.4,-1.3
CCC(C)N(C)Cc1cccc(C2(O)CCN(S(=O)(=O)c3ccc(F)cc3)CC2)c1 (centres undefined),-19.1,2.1,-1.0,1.8,-29.1,0.2,2.6,2.3,1.3
Cc1cccc(C)c1NC(=O)CSc1nc2ccccc2c(=O)[nH]1,-15.1,1.1,-2.0,2.9,-18.8,-1.6,15.5,-3.3,2.8
O=C(NCC1CCCO1)c1cccc(NC(=O)c2ccco2)c1 (centres undefined),16.0,-0.1,-11.6,-5.7,-5.8,-12.8,-3.4,-3.1,-1.2
O=C(CCCN1C(=O)/C(=C/c2ccccc2Cl)SC1=S)NNC(=O)c1ccncc1,0.7,-10.5,1.1,1.3,-2.5,-28.7,·,-2.0,0.3

# NPY Y1 blocker: hit marks shown above.
structure,NPY1 pot ag,Hck-Nef inh,RBBP9 inh,p97 ATPase inh,MDM2 E3 inh,NPY-Y2 PAM-ag,NPY Y1 blocker,Runt-SMMHC FRET,Runt-CBFb FRET
O=c1[nH]c2cc(Cl)c([N+](=O)[O-])nc2[nH]1,-61.2,0.4,-9.2,-0.6,-13.2,-14.7,22.1*,2.2,1.3
